# High-throughput results: PubChem, National Center for Advancing Translational Sciences (NCATS)
# HP1b chromo inh: HTS for Inhibitors of HP1-beta Chromodomain Interactions with Methylated Histone Tails. Chromobox protein homolog 1 (Homo sapiens), P83916. AlphaScreen HP1-beta / biotin-H3K9me3 peptide binding. Potency, µM (doses to about 114 µM), inactives show top-dose activity change, negative = inhibition, hits mostly inhibitors. hit rate 0.56% among 390,000; further: potency means the concentration at half of the fitted maximal effect; nearly all actives have a fitted effect of over 70% in size; inactives centre near 23
#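 HP1-beta protein (50 nM final) preincubated 30 min at room temperature with biotinylated H3(1-18)K9me3 peptide (50 nM) in PBS pH 7.4, 0.01% Tween-20, then compound added for 30 min. AlphaScreen streptavidin donor/nickel chelate acceptor beads (10 ug/mL final), 30 min dark, luminescence read.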
# ALOX12 inh: Primary qHTS assay for inhibitors of human arachidonate 12S-lipoxygenase (ALOX12): Round 2. purified 12hLO, xylenol orange hydroperoxide absorbance. hit rate 1.1% among 580,000. Potency, µM (titrated, usually from 108 µM), for inactives: at the top dose activity change, negative = inhibition, usual class: inhibitors. Polyunsaturated fatty acid lipoxygenase ALOX12 (Homo sapiens), P18054; further: potency means the concentration at half of the fitted maximal effect; on the % scale 0 is the no-effect control and ±100 the full control effect
#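 Hydroperoxide product was detected by ferrous iron/xylenol orange as the 573 to 405 nm absorbance ratio. Arachidonic acid at 40 uM (final) was turned over for 30 min at room temperature by 150 nM human 12hLO, pH 7.0 Hepes buffer, after 15 min compound preincubation.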
# RGS4 inh: Inhibitors of Regulator of G Protein Signaling (RGS) 4: qHTS; Regulator of G-protein signaling 4 (Homo sapiens), P49798; Transcreener GDP fluorescence polarization, RGS4-accelerated GTP hydrolysis; Potency, µM (top dose mostly 114 µM), without a hit: at the highest dose activity change, negative = inhibition, hits mostly inhibitors; hit rate 0.039% among 390,000; AID 504845, 2011; further: potency means the concentration at half of the fitted maximal effect; on the % scale 0 is the no-effect control and ±100 the full control effect; nearly all actives have a fitted effect of over 75% in size; some results filed as inactive show a strong effect at the top dose
#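 MLSMR compounds (23 nl, pin-transferred) preincubated 10 min at room temperature with a 500nM (2x) first reagent, then RGS4 at 900nM (2x) plus Transcreener GDP mix added; fluorescence polarization (620/688 nm) read before and after 90 min at 30 °C.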
# JMJD2A Tudor inh: qHTS Assay for Inhibitors of JMJD2A-Tudor Domain; AlphaScreen JMJD2A-Tudor / H3K4me3 peptide binding; Potency, µM (titrated, usually from 114 µM), inactives show at the highest dose activity change, negative = inhibition, hits mostly inhibitors; hit rate 4.4% among 390,000; further: potency means the concentration at half of the fitted maximal effect; on the % scale 0 is the no-effect control and ±100 the full control effect; nearly all actives have a fitted effect of over 50% in size
# Target sequence (O75164 whole entry, looked up, the tested form may be a part): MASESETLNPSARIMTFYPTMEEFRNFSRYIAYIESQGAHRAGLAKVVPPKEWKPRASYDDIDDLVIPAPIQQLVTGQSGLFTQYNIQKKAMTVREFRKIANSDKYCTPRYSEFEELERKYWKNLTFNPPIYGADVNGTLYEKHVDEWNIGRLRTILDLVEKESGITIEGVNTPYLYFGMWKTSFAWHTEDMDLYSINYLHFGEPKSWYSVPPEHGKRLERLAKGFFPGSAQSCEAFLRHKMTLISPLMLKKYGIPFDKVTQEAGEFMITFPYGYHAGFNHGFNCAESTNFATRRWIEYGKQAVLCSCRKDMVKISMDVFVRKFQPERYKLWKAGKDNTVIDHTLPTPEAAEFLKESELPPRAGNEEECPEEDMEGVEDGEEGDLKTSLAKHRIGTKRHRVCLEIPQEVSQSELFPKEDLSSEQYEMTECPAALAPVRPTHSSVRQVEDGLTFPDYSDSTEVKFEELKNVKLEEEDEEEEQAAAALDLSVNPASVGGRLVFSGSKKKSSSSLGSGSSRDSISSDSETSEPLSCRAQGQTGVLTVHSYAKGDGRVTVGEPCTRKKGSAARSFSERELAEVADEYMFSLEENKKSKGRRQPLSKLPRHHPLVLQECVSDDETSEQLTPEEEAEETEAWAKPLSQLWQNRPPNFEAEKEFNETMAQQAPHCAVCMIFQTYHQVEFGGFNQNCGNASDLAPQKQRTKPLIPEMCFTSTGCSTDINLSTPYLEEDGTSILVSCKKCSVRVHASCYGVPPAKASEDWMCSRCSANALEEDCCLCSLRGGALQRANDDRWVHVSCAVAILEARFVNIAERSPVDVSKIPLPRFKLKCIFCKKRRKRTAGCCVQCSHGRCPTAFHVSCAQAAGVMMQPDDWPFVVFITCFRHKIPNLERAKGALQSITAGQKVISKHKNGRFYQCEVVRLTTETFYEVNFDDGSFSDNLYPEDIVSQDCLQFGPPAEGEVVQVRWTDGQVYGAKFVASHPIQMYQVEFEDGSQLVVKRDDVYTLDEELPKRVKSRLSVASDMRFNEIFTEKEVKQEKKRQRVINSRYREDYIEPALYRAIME
# G9a block: qHTS Assay for Inhibitors of Histone Lysine Methyltransferase G9a; Potency, µM (doses to about 102 µM), for the others: at the top dose activity, negative = inhibition, most hits filed as inhibitors; G9a H3K9 monomethylation, AlphaScreen, 2 h; hit rate 8.8% among 350,000; AID 504332, 2011; further: potency means the concentration at half of the fitted maximal effect; on the % scale 0 is the no-effect control and ±100 the full control effect; nearly all actives have a fitted effect of over 75% in size
#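 AlphaScreen read-out: biotin-H3K9 peptide (500 nM) methylation by 20 nM enzyme with 20 uM SAM, 2 h at room temperature after 15 min compound preincubation; anti-monomethyl H3K9 antibody plus donor/acceptor beads, 10 min dark.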
# GLS inh: qHTS for Inhibitors of Glutaminase (GLS); Glutaminase kidney isoform, mitochondrial (Homo sapiens), O94925; GLS enzymatic activity, qHTS titration; Potency, µM (doses to about 45.5 µM), for the others: at the highest dose activity change, negative = inhibition, usual class: inhibitors; hit rate 0.21% among 410,000; AID 624170, 2012; further: potency means the concentration at half of the fitted maximal effect; on the % scale 0 is the no-effect control and ±100 the full control effect
#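 hKGA in 45 mM KH2PO4 pH 8.2, 0.02% Tween-20 with pin-transferred compounds; 1 mM L-glutamine (stock) plus glutamate oxidase/HRP/Amplex Red coupling added. Fluorescence read initially and after 30 min at RT.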
# PI4K2A block: qHTS for small molecular inhibitors of PI4K2A | AID 1346378, 2018 | activity change, negative = inhibition, % at 76.9 µM | purified PI4K2A, ADP-Glo luminescence, 1 h; stronger effect = lower value | hit rate 0.13% among 420,000; in the data active means activity change below about -50%; inconclusive means mostly about -30% to -49%;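 further: -100% = wells without enzyme as full effect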
#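 Compounds are screened against recombinant PI4K2A using PI as substrate and ATP, the latter dispensed at 300 microM. Reactions run one hour at ambient temperature before ADP-Glo detection; full inhibition defined by wells lacking enzyme.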
# BAZ2B inh: qHTS Assay for Inhibitors of BAZ2B; Bromodomain adjacent to zinc finger domain protein 2B (Homo sapiens), Q9UIF8; AlphaScreen BAZ2B-H3K14Ac peptide displacement; Potency, µM (series often up to 114 µM), for the others: top-dose activity change, negative = inhibition, actives largely listed as inhibitors; hit rate 4.4% among 360,000; further: potency means the concentration at half of the fitted maximal effect; on the % scale 0 is the no-effect control and ±100 the full control effect; nearly all actives have a fitted effect of over 60% in size
#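 AlphaScreen displacement: compounds (up to 110uM) incubated 30 min at room temperature with a preformed 50 nM BAZ2B/50 nM biotinylated H3K14Ac peptide complex in PBS pH 7.4 with Tween-20. Donor and acceptor beads at 10 ug/mL final added, 20 min light-protected before reading.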
# ERG Ets-DNA blk: qHTS for Small Molecule Inhibitors of the ERG Ets/DNA interaction; Potency, µM (series often up to 76.9 µM), inactives show at the highest dose FP activity, negative = inhibition, hits mostly inhibitors; hit rate 0.028% among 370,000; Transcriptional regulator ERG (Homo sapiens), P11308; AID 624246, 2012; fluorescence polarization, His-ERG Ets domain / labelled DNA; active means well fitted inhibition curve with a large enough effect in the polarisation, with a control signal flat; inconclusive means small, poorly fitted or top-dose-only effect, or effect the other way, or a change in a side signal; inactive means no such curve, though single readings can be large or run the other way; the % refers to the polarisation;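 further: polarization taken with two DNA probes labelled with fluorescein and Texas red; potency means the concentration at half of the fitted maximal effect; % of control where 0% means no effect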
#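 His-tagged ERG Ets domain (1 uM in the protein solution; 300mM KCl, 50mM Tris-HCl, 1mM EDTA, 1mM DTT, pH 7.5) received compound, then a probe mix of 5 nM fluorescein-DNA and 100nM Texas-615-DNA. Fluorescence polarization was read for both dyes.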
# * hit, by the source's call; ? = inconclusive; . = no result given; & = joins results of further samples; [ ] = another dose, or the depositor's remark. Unless noted, the call rests on the fitted dose curve; in most records, active means well fitted curve in the direction sought with a large enough effect; inconclusive means small, poorly fitted or top-dose-only effect, or another doubt; inactive means no such curve, though single readings can be large; an effect the other way counts as inactive or inconclusive. This is a subset, so the mix of outcomes need not match the whole.
# The line under a structure holds: HP1b chromo inh	ALOX12 inh	RGS4 inh	JMJD2A Tudor inh	G9a block	GLS inh	PI4K2A block	BAZ2B inh	ERG Ets-DNA blk
1: COc1ccc(OC)c(CNC(=O)C2CCCCN2S(=O)(=O)c2ccc(F)cc2)c1 (stereo not drawn)
 : -8%	-14%	9%	-27%	-2%[59 µM]	0%	-9	-6%	-1%
2: CCCCN1CCC(=O)NC1=O
 : 2%	-23%	23%	-5%	.	-2%	3	.	-5%
3: O=C1CSC(c2ccc([N+](=O)[O-])cc2)N1c1ccccc1 (stereo not drawn)
 : -15%	15%	-8%	-21%	21%	-2%	-4	-4%	1%
4: CC(C)CC(NC(=O)/C(=C\c1ccco1)NC(=O)c1ccco1)C(=O)O (stereo not drawn)
 : 51%[activator]	?	-10%	2%	32µM*	-18%	-3	-28%	-5%
5: Cc1ccc(Cn2nnc3c(=O)[nH]c(C4CCCN(C(=O)Nc5ccc(F)cc5)C4)nc32)cc1 (stereo not drawn)
 : 45%[activator]	2%	-16%	1%	-19%	1%	-2	-3%	-10%
6: CCOC(=O)C1(CCCc2ccccc2)CCN(C(=O)CCCn2cncn2)CC1
 : 38%	1%	23%	-11%	0%	4%	-2	-15%	-2%
7: Cc1cc(NC(=O)CCC(=O)N(Cc2ccco2)C2(C(=O)NC3CCCC3)CCCCC2C)no1 (stereo not drawn)
 : 14%	19%	-3%	-17%	5%	?	3	-9%	-4%
8: Cc1ccc(-n2nc3c(c2NC(=O)c2ccc4c(c2)OCO4)CS(=O)C3)cc1 (stereo not drawn)
 : 10%	-14%	-37%	-17%	0%	3%	4	-1%	-1%
9: COc1ccccc1NC(=O)Cn1cc(C#N)c2ccccc21
 : 41%[activator]	-18%	-2%	-10%	23%[59 µM]	-14%	5	7%	-3%
10: CCCCCCc1c(O)nc(SCCN2CCOCC2)[nH]c1=O
 : 25%	-19%	-1%	-14%	?	?	-23	?	-3%

# 3 entries from above, with the structure last.
No. | HP1b chromo inh | ALOX12 inh | RGS4 inh | JMJD2A Tudor inh | G9a block | GLS inh | PI4K2A block | BAZ2B inh | ERG Ets-DNA blk | mol
7 | 14% | 19% | -3% | -17% | 5% | ? | 3 | -9% | -4% | Cc1cc(NC(=O)CCC(=O)N(Cc2ccco2)C2(C(=O)NC3CCCC3)CCCCC2C)no1 (stereo not drawn)
8 | 10% | -14% | -37% | -17% | 0% | 3% | 4 | -1% | -1% | Cc1ccc(-n2nc3c(c2NC(=O)c2ccc4c(c2)OCO4)CS(=O)C3)cc1 (stereo not drawn)
9 | 41%[activator] | -18% | -2% | -10% | 23%[59 µM] | -14% | 5 | 7% | -3% | COc1ccccc1NC(=O)Cn1cc(C#N)c2ccccc21

# (list continues)
# The line under a structure holds: HP1b chromo inh	ALOX12 inh	RGS4 inh	JMJD2A Tudor inh	G9a block	GLS inh	PI4K2A block	BAZ2B inh	ERG Ets-DNA blk
11: COc1ccccc1NC(=O)N1CCN(CCc2ccccc2)CC1
 : 17%	4%	2%	-22%	.	6%	-1	-14%	-1%
12: O=C(N/C(=C\c1ccc(Br)cc1)C(=O)N1CCOCC1)c1ccco1
 : 15%	-6%	-6%	-18%	21%	4%	3	-6%	-4%
13: CCN(CC)C(=O)/C(=C/c1cccc([N+](=O)[O-])c1)NC(=O)c1ccco1
 : 24%	4%	25%	-13%	26%[59 µM]	7%	3	-4%	-10%
14: O=C(NCC1CCCO1)C(c1cccs1)N(C(=O)c1ccc(-c2ccccc2)[nH]1)C1CCCC1 (stereo not drawn)
 : -35%	-4%	-4%	?	?	10%	-1	?	-4%
15: CN=C(C)/C(C(=O)OC)=C(/O)c1c(F)cccc1F
 : 54%[activator]	96%[activator]	9%	-13%	7%	4%	-11	-9%	-3%
16: COc1ccc(/C(C#N)=C/c2c(-c3ccc(Cl)cc3)nc3c(C)cccn23)cc1
 : 9%	0%	-16%	-20%	-9%	0%	3	-29%	-1%
17: Cc1nccn1-c1ccc(C(F)(F)F)cc1NC=O
 : 20%	0%	-9%	-16%	10%[59 µM]	2%	2	-3%	-7%
18: O=C(O)Cn1c(-c2ccccc2)cc2ccccc21
 : 31%	17%	2%	0%	.	0%	-12	20%	1%
19: CCCN1C(=O)C2(SC(NC(C)=O)=NN2C(C)=O)c2cc(C)ccc21 (stereo not drawn)
 : 38%	-3%	-10%	-5%	-5%	3%	2	-3%	-1%
20: O=C(Cc1cccc([N+](=O)[O-])c1)Nc1cccc(C(=O)N2CCCC2)c1
 : 48%[activator]	-5%	6%	-18%	.	15%	-3	.	0%

21	CCCOc1ccc(NC(=O)C2CC(=O)N/C(=N/N=C(\C)CCc3ccc4c(c3)OCO4)S2)cc1 (stereo not drawn)
22	CCOC(=O)c1oc2ccc(S(=O)(=O)n3nc(-c4cc(OC)c(OC)c(OC)c4)cc3N)cc2c1C
23	COc1ccc(OC)c(-n2nnnc2SCC(=O)Nc2ccc3c(c2)OCCO3)c1
24	O=C(CNC(=O)c1ccccc1)OCC(=O)c1c[nH]c2ccccc12
25	CCOC(=O)c1cc(C)n(CC2CCC(C(=O)Nc3cc(OC)cc(OC)c3)CC2)c1C (stereo not drawn)

Screen / compound no.	21	22	23	24	25
HP1b chromo inh	34%	46%&6%[activator]	1%	11%	33%
ALOX12 inh	14%	-19%&-20%	8%	-47%	-1%
RGS4 inh	-4%	7%&13%	-15%	-9%	-36%
JMJD2A Tudor inh	-20%	-19%&-26%	-10%	-3%	-26%
G9a block	7%[59 µM]	?	-10%	.	?
GLS inh	-1%	-9%&-13%	9%	1%	-4%
PI4K2A block	-3	2&4	0	-3	3
BAZ2B inh	-30%	-18%&-16%	10%	.	-29%
ERG Ets-DNA blk	0%	-6%&-1%	.	-3%	-1%

26	Cc1ccc2c(c1)c(=O)c1ccccc1n2CCCC(=O)Nc1ccc(C)c(F)c1
27	CC(C)OC(=O)c1ccc(S(N)(=O)=O)o1
28	CC1CCN(S(=O)(=O)c2ccc3c(c2)N(CC(=O)NC(C)c2ccccc2)C(=O)CS3)CC1 (stereo not drawn)
29	Cc1ccc(NS(=O)(=O)c2ccc3c(c2)N(C)C(=O)CC(=O)N3C)cc1Cl
30	C/C(=N\NC(=O)C1=NNC(=O)C1C)c1cccs1 (stereo not drawn)

Screen / compound no.	26	27	28	29	30
HP1b chromo inh	217%[activator]	30%	35%	26%	27%
ALOX12 inh	-24%	-4%	-25%	2%	0%
RGS4 inh	-6%	16%	2%	43%	-6%
JMJD2A Tudor inh	59%[activator]	2%	-13%	-21%	-2%[11.4 µM]
G9a block	134%[activator][59 µM]	15%[59 µM]	3%[59 µM]	-22%[59 µM]	45µM*
GLS inh	-1%	8%	0%	-9%	0%
PI4K2A block	-1	2	0	-3	-11
BAZ2B inh	89%[activator]	11%	-5%	-28%	?
ERG Ets-DNA blk	1%	-1%	0%	-14%	9%

31	CCCCC(O)(CCCC)C(=O)NN(C(=O)c1cccnc1Cl)c1ccccc1
32	CCOC(=O)c1[nH]ncc1CN1CCCC(C(=O)c2ccc(SC)cc2)C1 (stereo not drawn)
33	Cc1ccc(N=Cc2cc3c(cc2O)OC(N)=C(C#N)C3c2ccccc2)cc1 (stereo not drawn)
34	O=[N+]([O-])c1ccc(O)c(/C=N/n2cnnc2)c1
35	COc1ccc(CN2CCC3CC2c2cc(Cl)ccc23)cc1 (stereo not drawn)
36	COc1cccc(-c2ccc(=O)n(CC(=O)NCCN3CCOCC3)n2)c1
37	CC(C)CC(COCc1ccc(Cl)cc1)N1CCN(C(=O)c2cccc(C(F)(F)F)c2)CCC1=O (stereo not drawn)
38	CN(Cc1cccs1)c1ncnc2sccc12

Screen / compound no.	31	32	33	34	35	36	37	38
HP1b chromo inh	39%[activator]	-11%	31%[activator]	14%	?	5%	40%[activator]	49%[activator]
ALOX12 inh	171%[activator]	-6%	-15%	11%	0%	11%	?	0%
RGS4 inh	-10%	26%	-20%	-13%	-25%	14%	9%	-8%[56.9 µM]
JMJD2A Tudor inh	-3%	-18%	?	-27%	-9%	-17%	-19%	-13%[57.1 µM]
G9a block	11%	10%	6%[59 µM]	45µM*	.	12%[59 µM]	-3%	?
GLS inh	-5%	4%	21%	3%	2%	-2%	4%	4%
PI4K2A block	-4	-3	-3	-6	0	-6	0	0
BAZ2B inh	-11%	24%	-11%	2%	.	3%	1%	65%[activator]
ERG Ets-DNA blk	6%	0%	2%	0%	0%	-9%	-1%	4%

# Results in PI4K2A block, BAZ2B inh and HP1b chromo inh (2 entries from above):
no.	SMILES	PI4K2A block	BAZ2B inh	HP1b chromo inh
35	COc1ccc(CN2CCC3CC2c2cc(Cl)ccc23)cc1 (stereo not drawn)	0	.	?
36	COc1cccc(-c2ccc(=O)n(CC(=O)NCCN3CCOCC3)n2)c1	-6	3%	5%
